# Assay outcomes: PubChem, The Scripps Research Institute Molecular Screening Center
# M1 PAM parental: M1 PAM counterscreen hit in parental CHO-K1 cells; ATP EC20, Fluo-8 calcium fluorescence; 0% at ATP EC20, 100% at ATP max; activation, % at 3 µM; 0.02% of 360,000 active;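 active means activation above the run cutoff, the mean activation of all test compounds plus 3 SD, cut at about 40% in these data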;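 further: peak over basal fluorescence ratio in a 140 s read after ATP addition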
# V1aR counter: counter-screen for oxytocin receptor agonists: human V1a receptor agonists | 0.25% of 320,000 active | CHO-V1R cells, Fluo-8 calcium fluorescence, agonist mode; 0% DMSO, 100% 3 nM vasopressin | P37288 | activation, % at 3 µM | AID 2797;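 active means activation above the mean activation of all tested compounds plus 3 SD, per screening run, cut at about 20% in these data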;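 further: signal is peak over basal fluorescence ratio across a 100 second FLIPR read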
# Target sequence (P37288 whole entry, looked up): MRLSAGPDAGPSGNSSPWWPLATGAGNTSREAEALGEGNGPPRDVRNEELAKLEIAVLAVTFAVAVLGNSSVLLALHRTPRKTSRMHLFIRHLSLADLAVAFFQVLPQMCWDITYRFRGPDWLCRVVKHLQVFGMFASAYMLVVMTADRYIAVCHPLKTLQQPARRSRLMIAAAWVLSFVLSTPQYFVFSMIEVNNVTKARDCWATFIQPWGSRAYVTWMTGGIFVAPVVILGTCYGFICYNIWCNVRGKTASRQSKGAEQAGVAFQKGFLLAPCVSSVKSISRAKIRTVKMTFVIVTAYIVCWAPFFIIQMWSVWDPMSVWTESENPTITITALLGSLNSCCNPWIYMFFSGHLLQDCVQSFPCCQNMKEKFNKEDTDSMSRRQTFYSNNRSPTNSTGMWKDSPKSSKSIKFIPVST
# CHO-K1 Ca antag: nonselective inhibitor or artifact in parental CHO-K1 cells; ATP-induced calcium, Fluo-8 fluorescence; inhibition, % at 3 µM; 0.6% of 360,000 active;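 active means inhibition above a per-plate cutoff, the plate's mean sample inhibition plus 3 SD, cut at about 24% in these data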;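 further: 0% = DMSO plus EC80 ATP and 100% = DMSO alone without ATP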
# OXTR potentiate: potentiates the human oxytocin receptor response; P30559; CHO-OTR cells, Fluo-8 calcium fluorescence, potentiator mode; 0% = oxytocin EC15, 100% = EC100; activation, % at 3 µM; 0.061% of 320,000 active;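 active means activation above that plate's cutoff, the mean activation of tested compounds plus 3 SD, cut at about 6.6% in these data, passing the limit was not always enough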;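 further: 100% uses oxytocin at 75 nM as the full agonist control; some results filed as inactive read as strong as hits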
#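 Assay system: CHO-OTR cells, human receptor / Also added: oxytocin at about EC15, sub-maximal agonist stimulus / Dosing: single dose, 3.0 µM nominal final compound concentration / Incubation: 6 min pre-incubation, 100 s read / Technique: Fluo-8 calcium dye fluorescence / Read-out: % activation vs EC15 and EC100 oxytocin / Benchmarks: EC15 oxytocin low, 75 nM oxytocin high / Replicates: singlicate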
# M1 ag: activates human CHRM1 receptor; P11229; CHO-K1 hM1, Fluo-8 calcium fluorescence, agonist mode; 0% DMSO, 100% acetylcholine EC100; activation, % at 3 µM; 0.33% of 360,000 active;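 active means activation above the run's mean compound activation plus 3 SD, cut at about 16% in these data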;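 further: peak over basal fluorescence ratio within a 140 s kinetic read after compound addition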
# Target sequence (P11229 whole entry, looked up): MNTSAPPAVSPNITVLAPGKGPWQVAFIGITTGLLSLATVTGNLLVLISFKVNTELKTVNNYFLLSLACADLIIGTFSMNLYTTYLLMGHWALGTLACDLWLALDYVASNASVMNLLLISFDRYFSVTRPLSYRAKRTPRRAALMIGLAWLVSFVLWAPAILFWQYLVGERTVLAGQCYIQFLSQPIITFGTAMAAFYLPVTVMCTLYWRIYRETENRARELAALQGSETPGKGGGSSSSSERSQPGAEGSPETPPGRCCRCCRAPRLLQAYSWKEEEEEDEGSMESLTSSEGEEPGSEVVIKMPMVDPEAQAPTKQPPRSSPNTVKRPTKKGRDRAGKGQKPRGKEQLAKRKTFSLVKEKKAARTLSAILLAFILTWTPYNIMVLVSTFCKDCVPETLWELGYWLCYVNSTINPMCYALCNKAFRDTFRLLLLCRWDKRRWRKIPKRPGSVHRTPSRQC
# CHO-K1 Ca ag: nonselective activator or artifact in parental CHO-K1 cells | Fluo-8 calcium fluorescence; scaled to maximal ATP response, vehicle zero | activation, % at 3 µM | 0.48% of 360,000 active | AID 602248; in the data active means activation above about 15%;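 further: untransfected CHO-K1 host cells lacking M1 receptor as counterscreen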
# TAAR1 antagonist: antagonists of human TAAR1. Q96RJ0. CHO RD-HGA16 TAAR1, Fluo-8 calcium fluorescence, antagonist. inhibition, % at 3 µM. 1.5% of 360,000 active;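 active means inhibition above a per-plate cutoff, the mean inhibition of test compounds on that plate plus 3 SD, cut at about 49% in these data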;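 further: 0% = DMSO plus EC80 beta-PEA response and 100% = DMSO alone without agonist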
#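 Material: CHO RD-HGA16 cells bearing hTAAR1; compound dosing: one-point dosing, 3 µM nominal final; schedule: dye loading 75 min at 37 °C, then 30 min room temperature; measured by: calcium fluorescence with Fluo-8; control set: vehicle and agonist controls; replication: n of 1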
# CHO parental Ca: signal in parental CHO cells, OX1R antagonist counter-screen | parental CHO-K1, ATP-induced calcium, Fluo-8 fluorescence | inhibition, % at 5.6 µM | 0.63% of 330,000 active;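 active means inhibition above that plate's mean sample inhibition plus 3 SD, cut at about 26% in these data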;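 further: 0% = ATP-challenged DMSO wells and 100% = DMSO wells without ATP; some compounds past the cut are filed as inactive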
#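 Assay system: parental CHO cells; Read-out basis: percent inhibition of ATP-evoked calcium rise, normalized to controls; Benchmarks: ATP and no-ATP DMSO wells; Compound dosing: single nominal dose of 5.6 µM per compound; Signal: Fluo-8 calcium dye fluorescence; Also added: ATP as calcium-mobilizing challenge; Repeats: singlicate.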
# TAAR1 agonist: human TAAR1 agonism; activation, % at 3 µM; Q96RJ0; CHO RD-HGA16 TAAR1, Fluo-8 calcium fluorescence; vehicle wells 0%, saturating PEA agonist 100%; 0.99% of 360,000 active; AID 624467;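 active means activation above the mean activation of all test compounds in the run plus 3 SD, cut at about 38% in these data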
#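 Signal – calcium-sensitive Fluo-8 signal, excitation 470-495, emission 515-575 nm · System – RD-HGA16 (CHO) cells co-expressing Gα16 and hTAAR1 · Incubation – 17-24 h seeding, 75 min 37 °C dye, 30 min RT · Compound dosing – 3 µM single concentration · Repeats – no replicates (n 1)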
# Numbers without * were called inactive; nt = no result given.
# Below each SMILES: CHO-K1 Ca ag | OXTR potentiate | V1aR counter | CHO-K1 Ca antag | M1 PAM parental | CHO parental Ca | M1 ag | TAAR1 agonist | TAAR1 antagonist
CC[N+](CC)(CC)C/C(N)=N/O
    -0.1 | -5 | 1.0 | 0 | -6 | 5 | -2 | 4 | 21
O=C(Nc1ccc2c(c1)OCCO2)c1ccc(Br)s1
    2.5 | -1 | 0.3 | -11 | 3 | -7 | -5 | -1 | 1
C(=N\N1CCN(Cc2ccccc2)CC1)/c1ccccc1
    0.0 | -3 | -0.7 | -4 | 4 | -6 | -4 | 7 | -5
CCCCn1c(N)c(N(CC(C)C)C(=O)C2CCN(S(=O)(=O)c3ccc(F)cc3)CC2)c(=O)[nH]c1=O
    0.4 | nt | nt | -2 | -4 | nt | -3 | 1 | -12
COc1cccc(C(=O)NC(=S)Nc2ccc3oc(=O)ccc3c2)c1
    -0.2 | 0 | -0.3 | 18 | -8 | -9 | -6 | 0 | -1
Cc1ccc2c(c1Br)/C(=N/N1C(=O)c3ccccc3C1=O)C(=O)N2
    0.1 | -23 | 0.3 | 5 | 2 | -19 | -4 | 11 | 11
COc1cc(-c2cc(C(=O)NN3CCN(C)CC3)c3ccccc3n2)cc(OC)c1OC
    nt | 1 | -0.6 | nt | nt | -9 | nt | 1 | -23
COc1ccc(-c2nnc(NC(=O)c3cccs3)s2)c(OC)c1
    0.9 | -1 | 2.7 | -11 | 15 | -14 | -2 | 1 | -11
COc1ccc(CC(=O)Nc2ccc(C(=O)NC(C)(C)C)cc2)cc1OC
    0.3 | -8 | 0.5 | -9 | -6 | -1 | 0 | 8 | -18
C=CCn1c(SCC(=O)OCc2ccccc2)nc2c1c(=O)n(C)c(=O)n2C
    2.6 | -4 | 1.1 | -10 | -2 | -16 | -6 | 15 | 3
COC(=O)C1=C(COc2ccc(C=O)cc2OC)NC(=O)NC1c1cc(C)ccc1C (configuration not stated)
    2.5 | 1 | 0.9 | -12 | 24 | -6 | -6 | 3 | -2
Cc1cc(C)nc(-n2ncc3c2CC(c2ccc(F)cc2)CC3=O)n1 (configuration not stated)
    1.3 | -5 | 0.6 | 3 | -4 | -14 | 2 | 4 | -2
C/C(=N\NC(=O)CN1CCN(Cc2ccccc2)CC1)c1ccncc1
    1.9 | -6 | -0.5 | -1 | -1 | -2 | -8 | 1 | -8
CN(C)CCC(Oc1ccccc1OCc1ccccc1)c1ccccc1 (configuration not stated)
    11 | -9 | 4.8 | -4 | 7 | -17 | 1 | 9 | -24
O=C(Nc1ccc(S(=O)(=O)N2CCCC2)cc1)C1CCCN1C(=O)c1cccs1 (configuration not stated)
    10 | 5 | 1.3 | -14 | 31 | 3 | -15 | 1 | -22
C/C(Cc1ccccc1)=N\NC(=O)c1ccc(F)cc1
    1.0 | 7 | -0.9 | -7 | 21 | 6 | -5 | 1 | -4
C=CCn1c(SCC(=O)NC2CC2)nc2sc(CC)cc2c1=O
    0.6 | -4 | -0.5 | -3 | 8 | -17 | -15 | 6 | -13
C[C@H](NC(=O)C1CCN(S(=O)(=O)c2ccccc2)CC1)C(=O)NCc1ccccn1
    1.2 | -5 | 0.1 | -10 | 12 | 0 | -3 | 2 | -8
O=C(c1cc(Cl)nc2ccccc12)N1CCc2ccccc2C1
    3.7 | -12 | -1.1 | -18 | 16 | -13 | -2 | 1 | 7
CCc1cc2c(N3CCN(C(=O)c4ccco4)CC3)ncnc2s1
    9.4 | -10 | 4.2 | -11 | 16 | -10 | -3 | 4 | -12

# Looked up by compound from the list above (three):
# Below each SMILES: CHO-K1 Ca ag | OXTR potentiate | V1aR counter | CHO-K1 Ca antag | M1 PAM parental | CHO parental Ca | M1 ag | TAAR1 agonist | TAAR1 antagonist
C/C(Cc1ccccc1)=N\NC(=O)c1ccc(F)cc1
    1.0 | 7 | -0.9 | -7 | 21 | 6 | -5 | 1 | -4
C/C(=N\NC(=O)CN1CCN(Cc2ccccc2)CC1)c1ccncc1
    1.9 | -6 | -0.5 | -1 | -1 | -2 | -8 | 1 | -8
CN(C)CCC(Oc1ccccc1OCc1ccccc1)c1ccccc1 (configuration not stated)
    11 | -9 | 4.8 | -4 | 7 | -17 | 1 | 9 | -24

# New compounds follow
# Below each SMILES: CHO-K1 Ca ag | OXTR potentiate | V1aR counter | CHO-K1 Ca antag | M1 PAM parental | CHO parental Ca | M1 ag | TAAR1 agonist | TAAR1 antagonist
COc1ccc(C2=NN(C(C#N)c3ccc(OC)c(OC)c3)C(c3ccccc3)C2)cc1 (configuration not stated)
    0.0 | -9 | 0.1 | -10 | 15 | -13 | -3 | 9 | -5
Nc1ccn(CCCNCC(c2ccccc2)c2ccccc2)c(=O)n1
    2.1 | nt | nt | 15 | -3 | nt | -8 | 0 | 8
COc1ccc(S(=O)(=O)N(C)c2ccc(C(=O)NCc3ccccn3)cc2)cc1
    1.5 | -7 | 4.0 | -2 | -8 | -3 | -3 | 2 | 1
Nc1nonc1-n1nnc(C(=O)N/N=C/c2ccc(OCc3ccccc3F)cc2)c1CNc1ccccc1
    -0.3 | -5 | -1.2 | -5 | -3 | 0 | -2 | -1 | -35
COc1ccccc1N1C(=O)C(=O)N(C)C1=O
    4.5 | -3 | 2.2 | -9 | 1 | -15 | -3 | 1 | -12
CC1CCCC(C)N1C(=O)CSc1nnc(-c2cccs2)o1 (configuration not stated)
    2.0 | -5 | -0.4 | -23 | 8 | -21 | -7 | 0 | -19
COC(=O)[C@@]1(C)CC[C@]2(C)CC[C@@]3(C)C(=CC(=O)C4[C@@]5(C)CC[C@H](O)C(C)(C)[C@@H]5CC[C@]43C)[C@H]2C1 (some centres not stated)
    -0.1 | -2 | 0.1 | -7 | 1 | -6 | 1 | 2 | 2
O=C(NCCN1C(=O)C2C3C=CC(C3)C2C1=O)Nc1cccnc1 (configuration not stated)
    0.6 | 5 | 0.5 | -8 | 6 | -4 | -1 | 1 | -18
NC1=NC2(CCCC2)n2c(nc3ccccc32)N1
    -0.3 | 2 | 1.1 | 19 | -14 | -7 | -6 | 3 | 12
CCOC(=O)COc1ccc2c(=O)cc(-c3ccccc3)oc2c1
    1.9 | -2 | -0.3 | -10 | 19 | -13 | -7 | -1 | -3

# Arranged by the number under OXTR potentiate (ascending): some entries from above.
molecule	OXTR potentiate	M1 ag	TAAR1 antagonist
C=CCn1c(SCC(=O)OCc2ccccc2)nc2c1c(=O)n(C)c(=O)n2C	-4	-6	3
COc1ccc(-c2nnc(NC(=O)c3cccs3)s2)c(OC)c1	-1	-2	-11
NC1=NC2(CCCC2)n2c(nc3ccccc32)N1	2	-6	12

# The main list resumes; the 2 compounds before the break are reprinted first.
# Below each SMILES: CHO-K1 Ca ag | OXTR potentiate | V1aR counter | CHO-K1 Ca antag | M1 PAM parental | CHO parental Ca | M1 ag | TAAR1 agonist | TAAR1 antagonist
NC1=NC2(CCCC2)n2c(nc3ccccc32)N1
    -0.3 | 2 | 1.1 | 19 | -14 | -7 | -6 | 3 | 12
CCOC(=O)COc1ccc2c(=O)cc(-c3ccccc3)oc2c1
    1.9 | -2 | -0.3 | -10 | 19 | -13 | -7 | -1 | -3
CCCCCCOc1ccc(C(CC(=O)NC)C(=O)O)cc1 (configuration not stated)
    -0.2 | -15 | 0.5 | -15 | 10 | 0 | -6 | 2 | -1
Clc1ccc(-c2nnc(COc3ncnc4sccc34)o2)cc1
    0.8 | 0 | 1.2 | -9 | 18 | -8 | 0 | -1 | 4
Cc1ccc(-c2n[nH]c(=S)n2/N=C/c2cccs2)cc1
    -0.2 | -3 | 0.4 | -8 | -2 | -8 | -7 | 0 | -34
CCCCc1nc(N2CCOCC2)c(C#N)c2c1COC(C)(C)C2
    1.6 | -4 | -1.2 | 2 | 5 | -34 | -3 | 15 | 27
COc1ccc(N2C(=O)CC(NCc3cccs3)C2=O)cc1 (configuration not stated)
    0.6 | -13 | 0.4 | -7 | 17 | -12 | -1 | 9 | -17
COc1ccccc1N1CCN(C(=O)c2cccc(NC3=NC4CS(=O)(=O)CC4S3)c2)CC1 (configuration not stated)
    0.8 | -3 | -0.1 | 2 | 7 | 0 | 2 | 1 | -2
O=C(/C=C/c1cccs1)N1CCCC1
    -0.2 | 3 | 0.0 | -23 | -5 | -18 | -6 | 3 | -25
COc1ccc(-c2nc(CS(=O)CC(=O)NCCC3=CCCCC3)c(C)o2)cc1 (configuration not stated)
    0.0 | -4 | -0.1 | 5 | 6 | -20 | -8 | -3 | 0
Cc1ccc(OC(=O)c2cc(C)nn2C(C)(C)C)cc1
    14 | -7 | 0.1 | 5 | 11 | 0 | -4 | 10 | -53
O=C1CCN(Cc2ccc(Br)cc2)CCN1[C@H](CO)c1ccccc1
    2.1 | -7 | 1.4 | -16 | 12 | -20 | -7 | 2 | 1
CN1C(=O)/C(=C/c2cc(N=Nc3ccccc3)ccc2O)SC1=S
    1.5 | -1 | -0.1 | -18 | 10 | -3 | 3 | 5 | -8
COc1ccccc1C(c1c(N)n(C)c(=O)n(C)c1=O)C(C)[N+](=O)[O-] (configuration not stated)
    0.2 | -8 | -2.1 | -2 | 4 | -25 | -2 | 7 | -8
O=C(/C=C/[C@H]1O[C@@H](n2ccc(=O)[nH]c2=O)[C@H](O)[C@@H]1O)NCCc1cccs1
    0.6 | nt | nt | -11 | 10 | nt | 6 | 1 | 0
COc1cccc(/C=N/NC(=O)c2cc(-c3ccccn3)nc3ccccc23)c1O
    4.3 | -6 | 1.9 | -16 | 4 | -18 | -5 | 8 | 32
O=C(COC(=O)c1ccc2c(=O)n3c(nc2c1)CCC3)Nc1ccc(OC(F)F)cc1
    1.5 | -23 | -0.8 | -13 | 20 | -26 | -13 | 12 | 2
CCOC(=O)c1c(NC(=O)CCS(=O)(=O)c2ccccc2)sc2c1CCN(C(C)C)C2
    1.7 | -11 | -0.4 | -6 | 11 | -21 | -5 | 3 | -8

# Some of the entries so far, with tabs:
canonical_smiles	CHO-K1 Ca ag	OXTR potentiate	V1aR counter	CHO-K1 Ca antag	M1 PAM parental	CHO parental Ca	M1 ag	TAAR1 agonist	TAAR1 antagonist
O=C(/C=C/[C@H]1O[C@@H](n2ccc(=O)[nH]c2=O)[C@H](O)[C@@H]1O)NCCc1cccs1	0.6	nt	nt	-11	10	nt	6	1	0
COc1cccc(/C=N/NC(=O)c2cc(-c3ccccn3)nc3ccccc23)c1O	4.3	-6	1.9	-16	4	-18	-5	8	32
O=C(COC(=O)c1ccc2c(=O)n3c(nc2c1)CCC3)Nc1ccc(OC(F)F)cc1	1.5	-23	-0.8	-13	20	-26	-13	12	2
CCOC(=O)c1c(NC(=O)CCS(=O)(=O)c2ccccc2)sc2c1CCN(C(C)C)C2	1.7	-11	-0.4	-6	11	-21	-5	3	-8
